V-ATPase pH – yeast V-ATPase proton transport regulation by pHLuorin; S. cerevisiae, pHLuorin cytosolic pH fluorescence; response, % at 10 µM; hit rate 0.37% among 350,000; AID 504577; in the data active = response mostly above about 7.3%, no sharp cut-off; inactive = mostly below about 5.4%; also: actives read high; inactives centre near 0; some compounds called inactive have numbers as strong as hits; reference of the scale not given here
NSD2 HMT inh – inhibitors of human histone methyltransferase NSD2; hit rate 0.54% among 310,000; NSD2 peptide methylation, AlphaScreen, 120 min; inhibition, % at 12.5 µM; O96028; AID 743445; in the data active = inhibition above about 50%
CDK5 p35 inh – CDK5/p35 (human) kinase inhibition. Recombinant CDK5/p35, ADP-Glo luminescence, 60 min. inhibition, % at 10 µM. hit rate 0.01% among 330,000;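 active = highest replicate inhibition of at least 50% and at least 75% of replicates reaching 50%; inconclusive = only one of the two criteria met; inactive = both criteria failed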;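 also: plate controls were DMSO neutral control for no effect and GW8510 at 10 µM for full effect; many of its hits are not listed in these tables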
Target sequence (Q00535 whole entry, looked up): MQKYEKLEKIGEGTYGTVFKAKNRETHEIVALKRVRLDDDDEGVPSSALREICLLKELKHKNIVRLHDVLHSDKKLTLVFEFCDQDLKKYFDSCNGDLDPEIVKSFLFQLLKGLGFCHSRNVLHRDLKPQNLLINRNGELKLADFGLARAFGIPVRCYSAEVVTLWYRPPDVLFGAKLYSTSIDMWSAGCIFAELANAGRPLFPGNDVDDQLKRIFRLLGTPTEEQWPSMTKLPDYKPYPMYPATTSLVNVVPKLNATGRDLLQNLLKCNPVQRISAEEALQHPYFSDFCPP
Target sequence (Q15078 whole entry, looked up): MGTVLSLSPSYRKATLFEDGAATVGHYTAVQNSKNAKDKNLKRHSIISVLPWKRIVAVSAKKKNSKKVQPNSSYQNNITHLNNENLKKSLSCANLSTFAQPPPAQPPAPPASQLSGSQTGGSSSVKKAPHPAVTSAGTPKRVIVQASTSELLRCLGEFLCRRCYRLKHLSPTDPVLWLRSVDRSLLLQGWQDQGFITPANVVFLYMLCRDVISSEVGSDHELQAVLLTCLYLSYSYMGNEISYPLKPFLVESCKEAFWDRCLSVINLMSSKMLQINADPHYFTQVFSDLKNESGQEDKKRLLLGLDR
MITF TRPM1 HTS – activators of MITF-driven TRPM1 promoter activity in SK-MEL-5 cells. activation, % at 12.5 µM. SK-MEL-5 TRPM1-promoter luciferase, 24 h; % of positive control, neutral wells = 0. hit rate 0.75% among 300,000;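 active = mean activation of at least 80% with every replicate also reaching 80%; inconclusive = mean reaches 80% but some replicate falls short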;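 also: 0% = neutral control wells and 100% = parthenolide positive control wells; values of inactives mirror those of a sister screen read the other way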
HTR5A inv ctr – counter-screen for OPRM1-OPRD1 inverse agonists: human HTR5A inverse agonism; P47898; HTR5A cell line, luminescence; inhibition, % at 9.3 µM; hit rate 0.083% among 340,000; AID 504634; in the data active = inhibition mostly above about 23%, no sharp cut-off; inactive = mostly below about 18%;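 also: 0% = cells with DMSO and 100% = no-cell wells with DMSO; some compounds called inactive have numbers as strong as hits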
SR-BI HDL uptake – blocks mouse SR-BI lipid uptake from DiI-HDL. Q61009. ldlA[mSR-BI] CHO cells, DiI-HDL uptake fluorescence, 3 h. inhibition, % at 12.5 µM. hit rate 0.96% among 320,000. AID 488896;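 active = mean replicate inhibition of at least 70% and a set share of replicates each scoring 70 or more; inconclusive = meets just one of the two criteria; inactive = fails both criteria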;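 also: 0% = median of neutral control wells and 100% = median of positive control wells; values of inactives mirror those of a sister screen read the other way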
HTR5A ag ctr – HTR5A agonism, opioid heterodimer counter-screen; P47898; HTR5A agonist assay, luminescence, cell-based; activation, % at 9.3 µM; hit rate 0.61% among 340,000; AID 504692; in the data active = activation mostly above about 9.5%, no sharp cut-off; inactive = mostly below about 7.6%;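 also: 0% = cells with vehicle only and 100% = reference agonist; strong numbers were not always called active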
Wnt act – activators of Wnt/beta-catenin signaling. Wnt/beta-catenin reporter cell assay, activator, plate reader. AID 743398. hit rate 1.2% among 300,000. activation, % at 9.35 µM; in the data active = activation above about 30%, passing the limit was not always enough; inconclusive = no clear call, values can overlap the other calls;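 also: 0% = neutral control wells and 100% = positive control wells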
PvdQ inh – blocks Pseudomonas aeruginosa PvdQ acylase activity. purified PvdQ acylase, fluorescence plate reader. inhibition, % at 10 µM. hit rate 0.063% among 340,000; in the data active = inhibition above about 30%, passing the limit was not always enough; inconclusive = no clear call, values can overlap the other calls;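 also: 0% = vehicle neutral wells and 100% = reference inhibitor wells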
dFosB act – enhances mouse delta FosB homodimer DNA binding. AID 493131. activation, % at 25 µM. P13346. hit rate 0.99% among 340,000. purified delta FosB, TAMRA-CDK5 oligo fluorescence polarization; percent of positive-control signal above neutral wells;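 active = mean activation above about 17%, with every replicate also reaching it, limit read from the data, passing the limit was not always enough; inconclusive = only one of the two conditions met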;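 also: fluorescence polarization rise as delta FosB binds a TAMRA Cdk5 AP-1 oligo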
Target sequence (P13346 whole entry, looked up): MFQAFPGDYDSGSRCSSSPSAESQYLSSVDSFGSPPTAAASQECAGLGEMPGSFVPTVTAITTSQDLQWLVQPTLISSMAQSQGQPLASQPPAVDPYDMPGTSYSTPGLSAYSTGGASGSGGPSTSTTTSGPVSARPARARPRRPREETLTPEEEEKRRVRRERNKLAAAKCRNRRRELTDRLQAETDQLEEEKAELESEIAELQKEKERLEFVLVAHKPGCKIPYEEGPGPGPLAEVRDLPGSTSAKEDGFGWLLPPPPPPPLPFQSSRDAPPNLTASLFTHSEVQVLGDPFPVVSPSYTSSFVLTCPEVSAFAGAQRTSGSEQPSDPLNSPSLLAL
An asterisk follows results filed as active; ? = inconclusive; · = not tested or not shown.

mol	MITF TRPM1 HTS	NSD2 HMT inh	CDK5 p35 inh	Wnt act	HTR5A inv ctr	PvdQ inh	HTR5A ag ctr	SR-BI HDL uptake	dFosB act	V-ATPase pH
CCOC(=O)c1c(C)[nH]c(C(=O)CN2C(=O)NC(C)(CC(C)C)C2=O)c1C (centres undefined)	2	1	-0.7	0	1	2	-1	50	-9	-1
COc1cc(C(=O)N(C)C2CCCN(Cc3ccccc3F)C2)cc(OC)c1OC (centres undefined)	-18	-1	-6.8	0	-21	-15	8	13	-9	-7
CCOc1cc(C(=O)N2CCOCC2)ccc1OCc1ccccc1	0	0	-1.1	·	-1	-8	-4	-12	-2	-6
COc1ccc(-n2cnnc2SCC(=O)Nc2cc(S(=O)(=O)N3CCCCC3)ccc2C)cc1	0	-4	0.2	-1	-4	-4	3	4	-6	-2
COc1cccc(/C=N/n2c(-c3ccco3)nc3ccccc3c2=O)c1OC	1	-1	-0.4	2	-15	-7	2	3	0	14
C=CCN(C(=O)CN1CCCCC1)c1nc(-c2ccccc2)cs1	48	-3	0.9	8	-29	-4	10	·	-11	9
CCCNC(=O)c1noc2c1CCc1ccccc1-2	?	·	1.8	11	14	-9	-6	-16	-15	-2
CC(=O)NS(=O)(=O)c1ccc(NC(=O)c2ccc(Cl)cc2[N+](=O)[O-])cc1	-5	-2	-1.2	-1	-4	-9	2	28	-4	-4
C=CCN(C(=O)c1csnn1)C(C(=O)NCc1ccc(F)cc1)c1ccccc1F (centres undefined)	-1	-5	-2.0	0	-8	-7	3	10	-4	3
O=C(Nc1cc2c(cc1Br)OCCO2)c1ccc(=O)[nH]c1	-12	3	-0.3	-1	8	-4	-3	-4	-4	-1
CC1(C)Cc2c(cnn2-c2ccccc2)-c2c1c1ccccc1n2CC(O)CBr (centres undefined)	1	-1	-1.2	·	10	-13	-4	67	-6	6
COC(=O)C1=CN(CCCN2CCCC2=O)C=C(C(=O)OC)C1c1ccccc1C(F)(F)F	3	-16	0.7	·	-19	-13	3	-33	-4	0
Cn1c(=O)c(=O)n(C)c2cc(N3CCOCC3)c(NS(=O)(=O)c3ccc([N+](=O)[O-])cc3)cc21	-7	0	0.7	-1	-9	-7	2	1	-7	1
Cc1nc(C(=O)N/N=C/c2[nH]ncc2Br)cs1	·	-3	-0.3	10	-2	-27	5	-10	-7	-1
O=C(O)CCS(=O)(=O)c1ccccc1Cl	-2	1	-1.3	0	-7	-9	-2	9	4	1
O=C(Cn1cnc2c(OCc3ccccc3)ncnc21)NCc1nc2ccccc2[nH]1	10	·	1.4	-2	·	9	·	-13	-2	0
COc1cc(OC)c(/C=N/NC(=O)c2ccncc2)cc1Br	11	0	1.8	0	·	-2	·	48	4	-3
O=C(/C=C/c1ccc(F)cc1)NNC(=O)CCN1CCN(Cc2ccccc2)CC1	3	-3	-2.7	2	6	-18	-2	-20	-1	1
O=c1c2ccccc2nnn1Cc1nnc(-c2ccccc2Br)o1	·	4	-0.6	2	-4	-3	1	8	-4	0
O=S(=O)(c1ccc(Cl)nc1)N1CCCCC1	0	-6	0.4	-2	-26	-12	9	-8	0	0
c1ccc2nc3ccccc3nc2c1	-5	·	-1.7	-2	28	-6	-4	1	0	0
O=C(O)c1ccc(S(=O)(=O)NC2CCCCCC2)cc1	4	-3	-0.1	2	20	-15	-1	12	-6	-2
CCN(CC)CCN1C(=O)C(=O)/C(=C(/O)c2ccncc2)C1c1ccccc1 (centres undefined)	5	5	-2.4	·	-12	-11	-4	-10	6	-3
CN(C)/C=C/C(=O)c1ccc([N+](=O)[O-])c(CS(=O)(=O)c2ccccc2)c1	-2	1	-0.9	-1	-5	-9	1	10	-3	-1
CCCCn1c(=O)[nH]c(=O)c2c1nc(-c1ccc(C#N)cc1)n2C1CCCC1	-9	·	-1.0	·	-1	-14	0	22	-3	-1
CCOc1cccc(C=NNc2ccc(S(=O)(=O)Nc3ccccc3C(=O)O)cc2[N+](=O)[O-])c1O	-4	2	-0.9	-1	3	-9	-1	-19	-12	0
COc1ccc(C(CNC(=O)c2ccc(Cl)c(S(=O)(=O)N3CCCC3)c2)N2CCCC2)cc1 (centres undefined)	23	1	0.8	-5	-9	-1	3	-11	-8	0
NC(=O)COc1ccc(C(=O)NCC2(N3CCOCC3)CCCCC2)cc1	7	-2	-1.5	-1	-6	-11	2	-13	-7	5
COc1ccccc1CC(=O)Nc1cc(OC)c(NC(=O)c2ccccc2)cc1OC	-4	-22	0.7	3	12	-2	-3	?	-5	1
COc1ccc(-c2nc3cnccn3c2NC2CCCCC2)cc1-c1cccc(Cl)c1	-1	-1	2.3	-2	-28	-17	5	29	-8	-5
Cc1cccc(NC(=O)C2CC2c2ccccc2)c1C (centres undefined)	·	1	0.0	1	-22	-8	6	-3	-5	2
Cc1ccccc1N1CCN(C(=S)c2ccccc2)CC1	1	0	0.1	-4	-36	8	14	6	-4	-5
COC(=O)c1sc2nc(C)nc(SCC(=O)N3CCC(C(=O)O)CC3)c2c1C	-7	1	0.4	-1	-2	-9	1	0	-7	-3
COc1ccc(-c2cc(C(F)(F)F)nc(-n3cc(Br)cn3)n2)cc1	1	8	-2.0	·	-5	3	2	32	-24	-4
COc1ccc([C@@H]2[C@@H]3C(=O)N(C(C)(C)C)C(=O)[C@@H]3[C@]3(CC(C)C)C(=O)N(c4cccc(F)c4)C(=O)N23)cc1	9	·	1.3	2	-5	-20	-5	-9	-8	6
COc1cc(OC)c(N(C)S(=O)(=O)c2cccc(C(=O)Nc3nc(C)cs3)c2)cc1Cl	-10	-1	-0.5	-1	-10	-11	4	21	-5	-3
Cc1cccc(C)c1NC(=O)CN1C(=O)CCSc2ccc(S(=O)(=O)N3CCCC3)cc21	-1	-1	-1.9	-1	10	-15	1	-5	48*	1
O=C1NC(=S)N/C1=C/C=C/c1ccccc1	22	1	-0.1	?	7	-7	-3	-11	10	5
CCc1ccc(N2NC(=O)/C(=C/C=C/c3ccco3)C2=O)cc1	-1	6	-1.7	3	-40	0	2	21	0	2
CC(NC(=O)Cc1cccs1)C(c1cccs1)N1CCOCC1 (centres undefined)	-8	0	-2.5	·	-7	-17	6	-1	3	-2
CN=C(C)/C(C(=O)OC)=C(/O)c1ccccc1F	1	-2	1.1	2	0	-4	0	-19	-6	-3
O=C(CCNS(=O)(=O)c1ccccc1)NNC(=O)C1COc2ccccc2O1 (centres undefined)	-3	·	0.5	-1	13	1	-5	-17	3	2
COC(OC)C(C)NC(=O)NC(=O)c1ccccc1Cl (centres undefined)	·	-3	-2.6	4	18	-11	1	-1	0	1
CC1CN(c2ccc([N+](=O)[O-])nc2)CC(C)O1 (centres undefined)	12	1	-0.1	0	-4	-2	-4	-17	7	5
CC1CC(C)(C)NC(=S)N1CCCC(=O)N1CCN(c2ccc(F)cc2)CC1 (centres undefined)	2	-1	-0.2	·	-4	2	6	3	-2	-5
CCN(C(=O)COc1ccccc1C(=O)NCc1ccccc1)C1CCS(=O)(=O)C1 (centres undefined)	3	0	-2.1	-2	-4	-2	-2	11	-5	·
CCOC(=O)C1(Cc2ccc(Cl)cc2)CCN(C(=O)CCc2ccncc2)CC1	3	-3	-1.2	1	-40	13	4	24	0	3
Cc1ccc(-c2cc(Cc3ccccn3)c(=O)[nH]n2)cc1	·	-2	-1.9	3	-27	-3	-4	0	-1	-2
O=C(NCCN1CCOCC1)c1cnn2c(-c3ccccc3)cc(-c3ccccc3)nc12	29	-6	-0.3	-1	13	1	0	49	-50	-4
O=Nc1c(-c2ccccc2)[nH]n(-c2ccccc2)c1=O	1	4	-0.1	-1	-11	-23	3	-43	-9	3
COc1ccc(C(=O)NCC(=O)Nc2ccccc2)cc1OC	5	-1	-0.5	-2	-46	-6	17	-7	-4	-4
CCCOc1cccc(C2/C(=C(/O)c3ccc(OC)cc3)C(=O)C(=O)N2CCN(C)C)c1 (centres undefined)	2	0	1.4	·	-40	-4	-1	-1	0	-3
COc1ccc(N(C2CSC2)S(=O)(=O)c2ccccc2)cc1	-6	-1	-0.3	-4	26	-1	2	17	2	2
CCOc1cc(CNc2ccc(N3CCCCC3)cc2)cc(Br)c1OCC(=O)NC(C)(C)C	-3	3	-1.4	-8	18	16	0	28	-10	4
CCN(C(=O)COC(=O)[C@H](C)N=C1NS(=O)(=O)c2ccccc21)C1CCS(=O)(=O)C1 (some centres undefined)	-19	12	-0.2	-5	-4	-14	1	-5	3	4
Cc1ccc2c(c1)N(CCC(=O)NCc1ccc3c(c1)OCO3)C(=O)CO2	·	-2	-0.3	-4	-4	-12	-1	9	-4	0
Cc1ccc(N/N=C(\C#N)C(=N)N2CCOCC2)cc1	61	1	0.7	·	2	-2	-1	9	-6	2
COCCNC(=O)c1nn2c(C(F)(F)F)cc(-c3ccccc3)nc2c1Cl	·	-3	-1.7	-1	2	-7	0	26	-1	3
O=[N+]([O-])c1cccc(-c2noc3c2-c2nc(Cc4cccc5ccccc45)sc2CC3)c1	20	·	0.4	1	24	-1	1	-8	2	3
CC(C)[C@H](NC(=O)c1ccc(Cl)cc1Cl)C(=O)NNC(=O)c1ccco1	-9	0	-4.4	-3	-3	-9	1	12	0	5

Carrying on:
mol	MITF TRPM1 HTS	NSD2 HMT inh	CDK5 p35 inh	Wnt act	HTR5A inv ctr	PvdQ inh	HTR5A ag ctr	SR-BI HDL uptake	dFosB act	V-ATPase pH
C=CC(C)(C)O[C@@H]1O[C@H](CO)[C@@H](O)[C@H](O)[C@H]1O	10	·	0.5	0	0	-14	4	-14	-2	3
Cc1ccc(OCc2nnc(NC(=O)OCC(C)C)s2)cc1	-23	2	0.3	·	-25	-12	-1	-20	-1	-1
Cn1cc(CN2CCC(n3nccc3NC(=O)C3CCCC3)CC2)cn1	-1	-1	-0.5	-1	-5	-9	13	-48	-7	0
O=C(CC1C(=O)NCCN1C1CCCC1)NCc1cccc(OC(F)(F)F)c1 (centres undefined)	-12	-3	0.3	0	-4	-11	0	-14	-14	0
N#CC1=C(N2CCCCC2)c2cc3c(n2C1=O)CCCC3	-8	9	-0.3	·	-3	10	2	38	-7	-3
O=C(O)CNC(=O)CC12CC3CC(CC(C3)C1)C2	9	0	0.0	·	-7	0	-3	-29	-4	2
CSc1ncc(C(=O)Nc2cccc(Cl)c2)c(C)n1	-6	-2	2.2	0	-4	-12	1	32	-1	-1
CCCc1c(C(=O)N/N=C/C(C)=C/c2ccccc2)nnn1-c1nonc1N	70	-2	1.6	1	4	-6	-1	60	-8	3
CC(=O)Nc1ccc(NC(=O)C(C)OC(=O)CNS(=O)(=O)/C=C/c2ccc(C)cc2)cc1 (centres undefined)	17	1	-0.6	-3	5	4	-2	-6	-4	0
O=C(NC1CCCCC1)c1cc(Cl)nc2ccccc12	-3	-2	1.6	0	-5	11	1	-19	3	-1

High-throughput results from PubChem.
